# Screening data deposited in PubChem by National Center for Advancing Translational Sciences (NCATS).
# HCMV inh: qHTS Assay for inhibitors of the human cytomegalovirus (HCMV) | 410,000 tested, 4.5% active | activity change, negative = inhibition, % at 57.5 µM | HFF cells, HCMV-luciferase reporter, 72 h; hits give low values; in the data active = activity change below about -60%; inconclusive = no clear call, values can overlap the other calls; inactive = above about -39%; also: % is scaled to controls: 0 for no effect and ±100 for the full control effect
#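 Luciferase read-out from HCMV-luciferase-infected HFFs (MOI 1 PFU/cell) 72 h post infection at 37C; compounds added after 16 h cell attachment; activity normalized between buffer-only basal and Salinomycin (10uM) inhibitor controls.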
# Shiga toxin inh: A qHTS for Small Molecule Inhibitors of Shiga Toxin; Vero cells, Shiga toxin protein synthesis inhibition reporter; inhibition, % at 38.7 µM; 290,000 tested, 9.2% active; in the data active = inhibition mostly above about 28%, no sharp cut-off; inactive = mostly below about 43%; also: 0% is about no effect
# Giardia FBPA inh: qHTS Assay for Inhibitors of Fructose-1,6-bisphosphate Aldolase from Giardia Lamblia | Potency, µM (top dose mostly 59.6 µM), for the others: at the top dose activity, negative = inhibition, usual class: inhibitors | 290,000 tested, 0.71% active | purified Giardia FBPA | A8B2U2 | AID 2451, 2010; also: potency is read from the fitted curve at half-maximal effect; % is scaled to controls: 0 for no effect and ±100 for the full control effect; nearly all actives have a fitted effect of over 55% in size
# Target sequence (A8B2U2 whole entry, looked up): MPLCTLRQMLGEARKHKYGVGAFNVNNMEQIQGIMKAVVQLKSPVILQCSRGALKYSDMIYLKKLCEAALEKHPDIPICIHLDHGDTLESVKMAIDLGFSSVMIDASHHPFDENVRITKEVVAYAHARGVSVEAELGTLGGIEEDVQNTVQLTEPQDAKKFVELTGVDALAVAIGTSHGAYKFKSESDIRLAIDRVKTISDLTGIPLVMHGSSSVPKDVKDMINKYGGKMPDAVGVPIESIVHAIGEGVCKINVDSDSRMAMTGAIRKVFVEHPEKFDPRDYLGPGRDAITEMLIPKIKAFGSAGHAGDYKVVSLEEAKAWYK
#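 Giardia FBPA (40 nM reagent) was preincubated 10 min at RT with compound (up to 57.5 uM final), then substrate plus GAPDH/TPI/NAD/arsenate coupling system with diaphorase/resazurin was added; resorufin fluorescence (525/598 nm) was read after 20 min.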
# AmpC no deterg: qHTS Inhibitors of AmpC Beta-Lactamase (assay without detergent) | AmpC nitrocefin hydrolysis, absorbance 480 nm, 0.0001% Triton | Potency, µM (highest dose often 57.1 µM), without a hit: top-dose activity change, negative = inhibition, usual class: inhibitors | 330,000 tested, 0.52% active;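 also: potency is read from the fitted curve at half-maximal effect; plate controls were no compound for no effect and no enzyme for full effect; nearly all actives have a fitted effect of over 20% in size; some results filed as inactive show a strong effect at the top dose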
# Target sequence (P00811 whole entry, looked up): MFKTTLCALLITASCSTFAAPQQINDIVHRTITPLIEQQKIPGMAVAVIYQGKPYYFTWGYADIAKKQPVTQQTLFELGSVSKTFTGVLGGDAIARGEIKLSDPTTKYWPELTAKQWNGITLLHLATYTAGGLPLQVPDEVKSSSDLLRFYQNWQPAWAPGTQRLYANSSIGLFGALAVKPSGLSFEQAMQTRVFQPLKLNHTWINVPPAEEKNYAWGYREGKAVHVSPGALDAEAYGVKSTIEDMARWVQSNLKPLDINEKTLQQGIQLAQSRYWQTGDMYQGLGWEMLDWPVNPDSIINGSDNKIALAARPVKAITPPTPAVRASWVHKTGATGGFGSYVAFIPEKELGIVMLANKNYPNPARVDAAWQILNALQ
#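 20 mM phosphate pH 7.0 + 0.01% (detergent screen) or 0.0001% Triton X-100; 5.3 nM AmpC reagent; cpd preinc 15 min RT; nitrocefin (800 uM stock) to start; A480 q20 s × 4 min; Activity was normalised to no-enzyme and no-compound control wells.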
# CHX counter: Cycloheximide Counterscreen for Small Molecule Inhibitors of Shiga Toxin. max response, %. AID 2314, 2010. cell reporter, cycloheximide protein synthesis inhibition counterscreen. 300,000 tested, 12% active; in the data active = max response mostly above about 13%, no sharp cut-off; inactive = mostly below about 14%; also: read at 38.3 µM for the half of the compounds with a filed dose; 0% is about no effect
# AmpC inh detg: qHTS Inhibitors of AmpC Beta-Lactamase (assay with detergent) | AID 485294, 2010 | 370,000 tested, 0.041% active | P00811 | AmpC hydrolysis of nitrocefin, absorbance 480 nm, 0.01% Triton | Potency, µM (doses to about 114 µM), for inactives: top-dose activity change, negative = inhibition, usual class: inhibitors;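 also: potency is read from the fitted curve at half-maximal effect; 0% = no-compound wells and -100% = no-enzyme wells; nearly all actives have a fitted effect of over 25% in size; some results filed as inactive show a strong effect at the top dose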
#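 AmpC (5.3 nM in the dispensed reagent) in 20 mM phosphate pH 7.0 with 0.01% (detergent screen) or 0.0001% Triton X-100 was preincubated with compounds for 15 min at room temperature. Nitrocefin was then added from an 800 uM solution, and hydrolysis was followed at 480 nm.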
# AMA1-RON2 inh: qHTS for Inhibitors of AMA1-RON; Towards Development of Antimalarial Drug Lead: Primary Screen; Plasmodium falciparum AMA1 (3D7) - RON2 peptide interaction; AlphaScreen AMA1-biotinylated RON2 peptide binding; Potency, µM (titrated, usually from 58.2 µM), for the others: at the top dose activity change, negative = inhibition, actives largely listed as inhibitors; 360,000 tested, 0.2% active; AID 720542, 2013;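 also: potency is read from the fitted curve at half-maximal effect; 0% = vehicle wells and -100% = peptide control; nearly all actives have a fitted effect of over 45% in size; some results filed as inactive show a strong effect at the top dose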
#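 AMA1 (3D7) with his tag at 25 nM final met compounds first, then biotinylated RON2 peptide at 25 nM; detection used donor plus acceptor beads, 10 µg/mL apiece, read by AlphaScreen after 30 min at room temperature.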
# An asterisk follows results filed as active; ? = inconclusive; · = no result given; [ ] = another dose, or the depositor's remark. Unless noted, calls follow the shape of the dose curve; as a rule, active = well fitted curve in the direction sought with a large enough effect; inconclusive = small, poorly fitted or top-dose-only effect, or another doubt; inactive = no such curve, though single readings can be large; an effect the other way counts as inactive or inconclusive.
Structure,HCMV inh,Shiga toxin inh,Giardia FBPA inh,AmpC no deterg,CHX counter,AmpC inh detg,AMA1-RON2 inh
Cn1c(-c2sccc2OCc2cccc(C(F)(F)F)c2)n[nH]c1=S,-19,-12,?,-32%,8,?,69%[activator]
O=C(NNC(=O)c1ccco1)Nc1ccccc1,-62*,9,·,-20%,13,3%,-2%
COc1ccccc1Cn1c(=S)[nH]c2cc(C(=O)N3CCN(C)CC3)ccc2c1=O,2,-17,-8%,9%,-3,?,19%
Cc1cc(C)cc(NC(=O)CCc2c(C)nn(-c3ccc(N4CCOCC4)nn3)c2C)c1,-37,35,7%,127%[activator],26*,1%,-8%
Cc1ccc(OCC(=O)N/N=C2/SCC(=O)N2Cc2ccccc2)cc1,-23,-5,0%,-3%,-2,?,3%
Cc1c(NC(=O)c2ccc3c(c2)C(=O)N(Cc2ccco2)C3=O)cccc1C(=O)O,-16,-14,0%,-4%,3,0%,-2%
O=c1oc2ccccc2c(O)c1/C=N/c1ccccn1,0,5,2%,-35%,-3,?,-2%
C=CCn1c(=NC(=O)CN2C(=O)CCC2=O)sc2cc(S(N)(=O)=O)ccc21,-6,-3,5%,-27%,0,2%,-17%
CC(=O)N1CCN(C(=O)c2ccc(NS(=O)(=O)c3ccc4c(c3)OCCO4)cc2)CC1,11,·,·,-1%,·,?,-5%
COc1ccc(C(C(=O)NC2CCCCC2)N(C(=O)c2sc(C)nc2C)c2ccc(C(C)=O)cc2)cc1 (stereo unspecified),-4,3,-7%,206%[activator],-4,-8%,21%
O=C(Nc1ncccc1O)c1ccc(S(=O)(=O)N2CCCCCC2)cc1,-19,·,·,-8%,·,?,47%[activator]
O=C(COC(=O)CNC(=O)c1ccccc1F)Nc1ccc2[nH]c(=O)[nH]c2c1,-23,·,·,-13%,·,-17%,3%
CC1(C)Cc2c(sc3nc(-c4ccccc4)oc(=O)c23)CO1,17,18,1%,-21%,6,-2%,15%
COCCNC(=O)C(=O)N/N=C(\C)CC(=O)Nc1ccc2c(c1)OCO2,-20,5,-12%,-19%,12,-9%,-4%
Cc1ccc(S(=O)(=O)N(C)S(=O)(=O)c2ccc(C#N)cc2)cc1,·,-2,-2%,-20%,-5,-7%,·
Cc1cccc(OCCn2c(S(=O)(=O)O)nc3ccccc32)c1,?,1,12%,-22%,0,?,-1%
COc1ccccc1Nc1c2c(nc3ccccc13)CCC2,-68*,-6,7%,-10%,-6,4%,14%
COc1cccc(N2CC(NS(=O)(=O)c3cccs3)CC2=O)c1 (stereo unspecified),-18,·,·,-10%,·,?,6%
COC(=O)c1ccc(CSc2nnc(C)n2N)o1,-13,-11,1%,-55%,4,0%,0%
NNC(=O)Cn1nnc(-c2ccc(C(F)(F)F)cc2)n1,31,-5,0%,-21%,1,8%,14%
NNC(=O)c1ccc(Cl)cc1,-26,43,-7%,-47%,13,0%,32%[activator]
O=C(CCNC(=O)c1ccco1)NCc1ccccc1,31,16,0%,-16%,-2,2%,29%
Cc1cc(NC(=O)CSC2=Nc3ccccc3C3=NC(Cc4ccccc4)C(=O)N23)n[nH]1 (stereo unspecified),-5,9,3%,-53%,-2,-6%,0%
CC(C)(C)C1CCc2onc(C(=O)N3CCOCC3)c2C1 (stereo unspecified),-36,-7,-4%,18%,6,-2%,-1%
CCN(Cc1ccccc1)C(=O)c1cc(COc2c(F)cccc2F)on1,0,18,3%,-4%,13*,-3%,3%
CC(=O)C[C@H](O)CC(=O)[C@H]1OC(=O)CC/C=C\Cc2ccccc21,-61*,·,·,-5%,·,2%,30%
COc1nc(OC)nc(N2CCC(C(=O)NC3CCCCCC3)CC2)n1,-31,-13,0%,-13%,1,2%,-5%
CCn1c2ccccc2c2cc(NC(=O)c3cc(OC)c(OC)c(OC)c3)ccc21,-88*,-6,1%,60%[activator],-5,2%,5%
Cc1cccc(N2C(=O)CC(SC(N)=Nc3ccccc3)C2=O)c1 (stereo unspecified),-9,-8,-2%,-11%,7,7%,9%
COc1ccc(NS(=O)(=O)c2cccc(C(=O)NNC(=O)c3cccc(NC(C)=O)c3)c2)cc1,-10,·,·,-38%,·,-9%,42%[activator]
CNC(=O)c1c(O)c2cccc3c2n(c1=O)CCC3,-98*,-6,5%,-5%,0,-18%,0%
CC(=O)N(C(C)=O)N1C(=O)C2C3c4ccccc4C(c4ccccc43)C2C1=O (stereo unspecified),-14,-7,-17%,15%,-4,2%,-5%
c1ccc(N2CCN(c3nc(NCc4ccco4)c4ccccc4n3)CC2)cc1,-6,26,-28%,-26%,10,?,-29%
OCCCNCc1ccc(N(c2ccccc2)c2ccccc2)cc1,?,-19,?,30%,-7,-11%,-28%
COc1ccccc1/C=C/C(=O)OCCN1CCOCC1,36,12,-11%,-4%,9,-10%,15%
COc1ccc(C(C(=O)NC(C)(C)C)N(C(=O)CCC(=O)Nc2cc(C)on2)c2cc(C)cc(C)c2)cc1 (stereo unspecified),42,-5,2%,97%[activator],-1,1%,-7%
Cc1ccc2cc(/C=C3\N=C(c4ccccc4)OC3=O)c(N3CCOCC3)nc2c1,-6,-7,11%,-10%,2,-5%,24%
COc1ccc(/C=C(/NC(=O)c2ccccc2)c2nc3ccccc3[nH]2)cc1OC,-1,-10,14%,98%[activator],24,-1%,21%
O=C(Nc1ccc(N2CCOCC2)cc1N1CCOCC1)c1ccccc1,-25,·,·,8%,·,·,0%
COC(=O)c1cc(C(=O)OC)[nH]n1,-14,14,-5%,-9%,-5,11%,0%
CC(c1ccccc1)N1CC(C(=O)N2CCN(c3ccc(F)cc3)CC2)CC1=O (stereo unspecified),-26,11,2%,·,2,-2%,-2%
CCOC(=O)CSc1nnc(CNC(=O)c2ccc(S(=O)(=O)N3CCOCC3)cc2)n1C,-24,4,2%,-11%,-1,4%,1%
CCNC(=O)CN(c1ccc(Br)c(C)c1)S(C)(=O)=O,30,-3,5%,2%,7,7%,-3%
NNC(=O)[C@@H]1C[C@@H]1c1ccccc1,13,-6,0%,-51%,-1,?,79%[activator]
C/[N+]([O-])=C\c1coc2ccccc2c1=O,29,-11,-1%,-18%,-3,1%,-3%
Cc1ccc(S(=O)(=O)N2CCN(C(=O)COC(=O)CCOc3ccccc3C)CC2)cc1,11,·,·,82%[activator],·,?,10%
CCOc1ccccc1C(=O)OCC(=O)Nc1ccc(N2CCCCC2)cc1,67,68,-5%,8%,23,1%,0%
CC/C(=N\NC(=O)c1cc(C)nc2ccccc12)c1ccc(C)s1,-14,-5,-1%,-37%,-2,?,70%[activator]
COc1ccccc1NC(=O)CN(Cc1ccco1)C(=O)c1ccc(-n2nc(C)cc2C)cc1,31,-19,4%,46%,3,?,-9%
CCCCCC(=O)Nc1ccc(-c2cn3cccnc3n2)cc1,-1,65,0%,-14%,25*,-4%,6%

# The listing continues.
Structure,HCMV inh,Shiga toxin inh,Giardia FBPA inh,AmpC no deterg,CHX counter,AmpC inh detg,AMA1-RON2 inh
O=C1CSC(c2ccccc2)N1Cc1ccccn1 (stereo unspecified),-23,-3,17%,2%,2,-4%,3%
CC(O)CNCCOc1ccccc1OCc1ccccc1 (stereo unspecified),-32,-9,?,-1%,1,-6%,-16%
O=C(NCc1ccc(F)cc1)C1CCN(C(=O)NCc2ccccc2)CC1,28,-2,1%,-14%,-2,-10%,-1%
Cc1cc(C)n(-c2ccc(C(=O)NC3CCCCC3)cc2)n1,51,40*,-6%,-7%,21,8%,-12%
Cc1c(C)c(C)c2[nH]c(-c3ccc4c(c3)OCO4)nc2c1C,·,68*,-2%,-15%,27*,0%,0%
CCC1CCCCN1C(=O)CSc1nc(N)c(NC(=O)c2ccco2)c(=O)[nH]1 (stereo unspecified),4,9,-1%,-13%,-2,?,22%
Cc1oc2cc3oc(=O)c(CC(=O)O)c(C)c3cc2c1-c1ccccc1,-24,-2,16%,-32%,-5,-14%,0%
Cc1ccc(CS(=O)(=O)c2nsc(C)c2C#N)cc1,-34,23,3%,-9%,13,-6%,31%[activator]
COc1ccc(Oc2c(C)nc(SCC(=O)c3ccc(Cl)cc3)[nH]c2=O)cc1,22,-2,13%,-51%,-2,-1%,38%[activator]
CN(C)C(=O)CCc1ccc2c3c([nH]c2c1)[C@]1(CCc2ccccc2)[C@@H](C(=O)N2CCCCC2)C[C@H](CC(=O)NCc2ccco2)C(=O)N1CC3,26,·,·,45%[activator],·,·,-10%
Fc1ccc(C2c3cccn3CCN2C(=S)Nc2cccc(Br)c2)cc1 (stereo unspecified),-26,-14,-12%,-39%,16,-5%,13%
CCC(C)c1ccccc1NC(=O)CN(C)CCOc1ccc(Cl)cc1 (stereo unspecified),-26,22,-10%,106%[activator],2,-1%,20%
COC(=O)c1c(C)[nH]c(C(=O)C(C)OC(=O)c2ccco2)c1C (stereo unspecified),-17,·,·,-19%,·,-6%,-2%
CC(C)(C)c1nc(CN2CCOCC2)cc(CN2CCOCC2)c1O,-29,4,-26%,49%,-2,?,?
O=C(CN1C(=O)NC2(CCCCCC2)C1=O)NCc1ccccc1Cl,0,·,·,-19%,·,·,-1%
COc1ccc(C2=NN(C(=O)c3ccccc3)C(c3cccc([N+](=O)[O-])c3)C2)cc1 (stereo unspecified),-9,-2,-6%,-10%,-3,5%,?
CCc1ccc(NC(=O)COC(=O)Cn2cnc3ccccc32)cc1,4,·,·,0%,·,?,28%
C=CCNC(=O)c1ccc(CSc2nc3ccccc3s2)cc1,-27,-12,·,-7%,-2,5%,7%
Cc1ccc(C(=O)N/C(=C/c2ccco2)C(=O)N2CCCCC2)cc1,5,-3,-4%,-1%,7,5%,-3%

# Record cards, from the list above:
# Shown for `CCC(C)c1ccccc1NC(=O)CN(C)CCOc1ccc(Cl)cc1` (stereo unspecified) → HCMV inh = -26; Shiga toxin inh = 22; Giardia FBPA inh = -10%; AmpC no deterg = 106%[activator]; CHX counter = 2; AmpC inh detg = -1%; AMA1-RON2 inh = 20%
# Shown for `O=C1CSC(c2ccccc2)N1Cc1ccccn1` (stereo unspecified) → HCMV inh = -23; Shiga toxin inh = -3; Giardia FBPA inh = 17%; AmpC no deterg = 2%; CHX counter = 2; AmpC inh detg = -4%; AMA1-RON2 inh = 3%

# Random draw from the library. Share with any hit: about 16%.
